TRPC6 act = mouse TRPC6 channel activators, primary screen, cell-based, HEK293, membrane potential dye. HEK293-TRPC6 membrane potential dye fluorescence; stronger effect = higher value. 310,000 compounds, 0.13% hits. B-score at 10 µM;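 active = B-score of the integrated fluorescence ratio above library mean plus 3 SD, and starting fluorescence ratio within library mean plus 5 SD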;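 note: higher score means more depolarization so channel activation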
Target sequence (Q61143 whole entry, looked up): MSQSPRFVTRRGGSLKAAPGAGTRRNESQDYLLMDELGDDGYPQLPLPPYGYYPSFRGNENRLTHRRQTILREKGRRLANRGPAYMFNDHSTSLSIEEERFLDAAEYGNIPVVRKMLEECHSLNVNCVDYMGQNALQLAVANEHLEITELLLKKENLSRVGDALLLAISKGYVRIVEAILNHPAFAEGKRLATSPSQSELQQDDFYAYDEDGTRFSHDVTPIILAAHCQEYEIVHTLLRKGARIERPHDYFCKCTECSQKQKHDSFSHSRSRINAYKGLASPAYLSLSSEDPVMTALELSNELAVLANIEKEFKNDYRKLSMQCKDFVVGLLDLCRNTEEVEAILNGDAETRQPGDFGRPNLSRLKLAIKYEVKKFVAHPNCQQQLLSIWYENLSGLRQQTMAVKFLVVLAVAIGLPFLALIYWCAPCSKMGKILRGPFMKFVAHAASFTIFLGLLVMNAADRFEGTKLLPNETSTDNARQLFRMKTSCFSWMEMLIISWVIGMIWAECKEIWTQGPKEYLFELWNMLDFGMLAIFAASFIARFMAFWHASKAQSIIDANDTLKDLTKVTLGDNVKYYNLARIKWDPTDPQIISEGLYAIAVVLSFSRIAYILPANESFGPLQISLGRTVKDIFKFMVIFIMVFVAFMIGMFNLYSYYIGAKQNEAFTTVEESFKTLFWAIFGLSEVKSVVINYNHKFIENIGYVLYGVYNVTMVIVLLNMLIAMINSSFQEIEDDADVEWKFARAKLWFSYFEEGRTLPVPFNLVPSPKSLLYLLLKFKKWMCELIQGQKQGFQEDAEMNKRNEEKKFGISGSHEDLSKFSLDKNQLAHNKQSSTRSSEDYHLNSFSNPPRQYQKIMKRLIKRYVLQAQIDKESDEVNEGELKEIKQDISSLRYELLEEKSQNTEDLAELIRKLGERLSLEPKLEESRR
TRPC6 inhibitor = mouse TRPC6 channel inhibitors, primary screen, cell-based, HEK293, membrane potential dye. Short transient receptor potential channel 6 (Mus musculus), Q61143. ACh-evoked depolarization; stronger effect = lower value. B-score at 10 µM. 310,000 compounds, 1.1% hits. AID 2553, 2010;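 active = B-score under library mean minus 3 SD, initial fluorescence not abnormally high, positive integrated signal ratio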;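 note: B-score derived from integrated fluorescence ratio over the kinetic read; more negative B-score means stronger inhibition of depolarization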
MrgX1 antag = antagonists of human MrgX1 receptor, primary screen, HEK293 cells, Fluo-4 calcium flux. BAM8-22 antagonism; stronger effect = lower value. B-score at 10 µM. 310,000 compounds, 1.3% hits;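 active = calcium-response B-score plate-corrected more than 3 library SD below zero, starting fluorescence within 5 deviations, no agonist response on first addition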;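 note: peak minus trough fluorescence over baseline after final BAM8-22 challenge near maximal dose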
HIF activator = HIF pathway transcriptional activators, primary screen, cell-based, U2OS HRE-luciferase, luminescence; U2OS HRE-luciferase reporter; normalized: DMSO 0%, desferrioxamine 100%; activation, % at 7.5 µM (by protocol); 300,000 compounds, 0.32% hits;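 active = mean activation of at least 10% of the iron chelator positive control signal, with at least half of replicates also reaching 10%; inconclusive = mean and replicate majority disagree about reaching 10%; inactive = mean and most replicates under 10%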
aSyn 5UTR inh = MLPCN primary screen, SNCA 5' untranslated region. 300,000 compounds, 0.82% hits. AID 1813, 2009. alpha-synuclein 5'UTR reporter, inhibitor activity. inhibition, % (tested at 7.5 µM); in the data active = inhibition above about 60%; inconclusive = no clear call, values can overlap the other calls;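 note: H4 neuroglioblastoma cells stably carrying SNCA 5'UTR luciferase fusion; 0% = DMSO wells and 100% = positive control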
SKKanGAS inh = S. pyogenes SKKanGAS growth inhibitors in kanamycin, primary screen, streptokinase expression inhibitor project, SKKanGAS strain, BacTiter-Glo luminescence. 300,000 compounds, 1.3% hits. AID 1662, 2009. inhibition, % at 7.5 µM. 6 h;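 active = mean replicate score, as percent of positive control median, at least 50; inconclusive = mean below 50 but one replicate at or above 50; inactive = mean and every replicate below 50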;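 note: strain carries kanamycin resistance gene driven by streptokinase promoter and grows in 40 µg/ml kanamycin; loss of luminescence reflects streptokinase promoter inhibition or plain growth inhibition; 0% = median of DMSO wells and 100% = positive control at its reference dose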
KLF5 inhibitor = KLF5 expression inhibitors, primary screen, DLD-1 cells, luminescence; 290,000 compounds, 0.23% hits; DLD-1 KLF5 promoter-luciferase reporter; inhibition, % at 5 µM;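 active = inhibition above a per-plate limit of that plate's mean compound inhibition plus 3 SD, cut at about 60% in these data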;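 note: 0% = DMSO wells and 100% = LY294002 at 200 µM; higher means less KLF5 promoter-driven luciferase light; inactives centre near -14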
TRPC4 block = inhibitors of mouse TRPC4 channel, primary screen, Fluo4 calcium, HEK293 TRPC4beta/mu-opioid cells; DAMGO-evoked Fluo4 calcium flux; stronger effect = lower value; B-score at 10 µM; 300,000 compounds, 0.39% hits; AID 2247, 2010;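 active = B-score over 3 SD under the library average, no early fluorescence shift, positive overall ratio signal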
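Test system – stable TRPC4beta/mu-opioid receptor HEK293 cells · Probe or stimulus – DAMGO, a submaximal dose followed by a maximal one · Dosing – one concentration per compound · Signal – Fluo4 calcium fluorescence by kinetic imaging, 5 s 1 Hz baseline · Evaluation – per-well B score of integrated baseline-normalized Fluo4 ratio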
IEC-6 tox = cytotoxicity in IEC-6 intestinal epithelial cells, primary screen, cytotoxicity control for KLF5 inhibitor project, cell-based, luminescence; IEC-6 cytotoxicity, luminescence viability; inhibition, % at 5 µM; 290,000 compounds, 0.78% hits; in the data active = inhibition above about 22%;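 note: 0% = plate median of test compound wells and 100% = cytotoxic reference compound wells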
TRPC4 agonist = activators of mouse TRPC4 channel, primary screen, Fluo4 calcium, HEK293 TRPC4beta/mu-opioid cells; B-score at 10 µM; Fluo4 calcium fluorescence; stronger effect = higher value; Short transient receptor potential channel 4 (Mus musculus), Q9QUQ5; 310,000 compounds, 0.49% hits; AID 2237, 2010;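 active = B-score above 5 SD of library B-scores, and initial fluorescence ratio not above library mean plus 5 SD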;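 note: positive B-score marks a calcium rise read as TRPC4 activation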
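Material: TRPC4beta and mu-opioid receptor HEK293 stable cells | Incubation: 45 min room-temperature Fluo4 loading, 110 s read | Detection: Kinetic Fluo4 calcium fluorescence | Measure: Integrated baseline-normalised fluorescence ratio, converted to per-well B score | Benchmarks: Low control buffer alone, high control maximal DAMGO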
TRPC4 PAM = positive allosteric modulators of TRPC4, primary screen, cell-based, mouse TRPC4beta, HEK293 mu-opioid, Fluo-4 calcium. Short transient receptor potential channel 4 (Mus musculus), Q9QUQ5. DAMGO EC20, Fluo-4 Ca2+ flux; stronger effect = higher value. B-score at 10 µM. 310,000 compounds, 0.42% hits. AID 2227, 2009;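 active = B-score of calcium response area above 5 SD of library B-scores, with initial fluorescence ratio within 5 SD of library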;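 note: B-score of integrated fluorescence ratio over time as area under calcium response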
* hit, by the source's call; i = inactive; ? = inconclusive; / = not tested or not shown.

Screens in order: TRPC6 act	TRPC6 inhibitor	MrgX1 antag	HIF activator	aSyn 5UTR inh	SKKanGAS inh	KLF5 inhibitor	TRPC4 block	IEC-6 tox	TRPC4 agonist	TRPC4 PAM
- Cc1sc(NC(=O)CSc2nnc(-c3ccccc3)o2)c(C#N)c1C
    i	i	i	1.2	4	-4	-53	i	9	i	i
- CCCC(=O)N1CCN(c2ccc(NC(=O)c3ccc(N4CCCC4)c([N+](=O)[O-])c3)cc2Cl)CC1
    i	i	i	0.1	3	30	/	i	/	i	i
- Cc1cc(C)n(C(=O)CNC(=O)C2COc3ccccc3O2)n1 (stereo unspecified)
    i	i	i	0.0	-18	-3	-31	i	-2	i	i
- CN1C(=O)c2ccc(C(=O)NC3CCCCC3)cc2C1=O
    i	i	i	-0.7	-17	5	-42	i	-2	i	i
- CCN1CCN(C(=O)CSCc2nc(-c3ccc(OC)c(OC)c3)oc2C)CC1
    i	i	i	-0.5	-1	10	-9	i	0	i	i
- CCOC(=O)N1CCN(S(=O)(=O)c2ccc(C(=O)Nc3sc4c(c3C#N)CC(C)(C)NC4(C)C)cc2)CC1
    i	i	i	0.1	-18	3	-18	i	8	i	i
- CCOc1ccc(-c2nnc(NC(=O)c3ccc(OCC(C)C)c(OC)c3)o2)cc1
    i	i	i	0.8	?	115*	-45	i	7	i	i
- COc1ccc(-c2cccc(C(=O)Nc3ccccc3C)c2)cc1
    i	i	i	0.0	20	-9	-23	i	0	i	i
- Cc1cc(C)c2oc(-c3cccc(NC(=O)c4ccc(F)cc4)c3)nc2c1
    i	i	i	-0.5	-16	-10	5	i	2	i	i
- COc1ccc(C(C)=O)cc1COC(=O)c1ccc2c(c1)OCO2
    i	i	i	0.6	3	-6	-16	i	0	i	i
- C#CCOc1nc(C)cc(C)c1S(=O)(=O)c1ccccc1C
    i	i	i	-0.4	27	-9	-26	i	5	i	i
- CCOC(=O)c1ccc(NC(=O)N2CCN(Cc3cccc(F)c3)CC2)cc1
    i	i	i	0.3	27	0	15	i	4	i	i
- S=c1[nH]ccn1Cc1ccccc1
    i	i	i	0.8	3	-2	-10	i	-6	i	i
- O=C(Cn1cc(C(=O)c2ccco2)c2ccccc21)NC1CCCC1
    i	i	i	0.0	16	-5	30	i	-3	i	i
- Cc1cccc(S(=O)(=O)NC2CCCCCCC2)c1
    i	i	i	1.0	14	5	1	i	-4	i	i
- COc1ccc(NC(C)=O)cc1S(=O)(=O)Nc1ccccc1C(=O)NCCc1ccccc1
    i	i	i	3.3	-128	3	-132	i	-1	i	i
- O=C(N/N=C/c1c(F)cccc1Cl)C(=O)N1CCCCCC1
    i	i	i	-0.3	-14	-2	-14	i	-3	i	i
- Cc1ccc2nc(SCC(=O)Nc3cccc(F)c3)nc(=O)n2c1
    i	i	i	0.5	-15	24	/	i	/	i	i
- Cn1c(CCc2ccccc2)n[nH]c1=S
    i	i	i	-0.9	12	2	-16	i	-10	i	i
- CS(=O)(=O)N(Cc1cccc(CN(C(C(=O)O)c2ccccc2)S(C)(=O)=O)c1)C(C(=O)O)c1ccccc1 (stereo unspecified)
    i	-8.7*	i	-0.1	-33	1	8	i	2	i	i
- Cc1cc(C)c(S(=O)(=O)Nc2ccncc2)cc1C
    i	i	i	2.0	-2	7	10	i	5	i	i
- O=C(Nc1ccc(Cc2ccc(NC(=O)C3CC3)cc2)cc1)C1CC1
    i	i	i	-2.3	5	5	-43	i	-4	i	i
- CN1CCN(C(=S)C(=O)Nc2ccccc2)CC1
    i	i	i	-0.2	-9	15	0	i	4	i	i
- COC(=O)/C(C#N)=C/c1c(N2CCN(c3ccccc3)CC2)nc2ccccn2c1=O
    i	i	i	3.5	-65	1	-17	i	1	i	i
- COc1ccccc1-c1noc(-c2ccccc2C(=O)Nc2ccccc2)n1
    i	i	i	-0.2	-26	-2	5	i	0	i	i
- O=C(O)c1ccc2c(c1)C(=O)N(c1cccc(S(=O)(=O)Nc3cccc(C(F)(F)F)c3)c1)C2=O
    i	i	i	0.0	9	22	2	i	2	i	i
- COc1cccc(C(=O)NC(C)c2ccc(-c3ccccc3)cc2)c1OC (stereo unspecified)
    i	i	i	-0.4	-7	6	1	i	1	i	i
- CNC(=O)c1sc(Nc2ccc(OCc3ccccc3)cc2)nc1C
    i	i	i	0.3	-18	-4	-38	i	6	i	i
- Cc1[nH]n(-c2ccc(Cl)cc2)c(=O)c1/C=N/c1nnc(-c2ccccc2)s1
    i	i	i	-0.2	-33	-3	15	i	-3	i	i
- COc1cc(C2NC(=S)NC(O)(C(F)(F)F)C2C(=O)c2cccs2)cc(OC)c1O (stereo unspecified)
    i	i	i	0.6	-95	5	-22	i	4	i	i
- COc1ccc(NC2=C(Cl)C(=O)N(c3ccccc3)C2=O)c(OC)c1
    i	i	i	0.1	4	-11	-28	i	-4	i	i
- Cc1ccc(S(=O)(=O)NC(=O)c2cc(C)n(-c3ccc(N(C)C)cc3)c2C)cc1
    i	i	i	1.0	-25	-9	5	i	0	i	i
- COc1ccccc1NC(=O)c1cnc2n(c1=O)CCS2
    i	i	i	1.3	-133	-2	-54	i	-3	i	i
- CC1CCCN(C(=O)Cn2nnc(-c3ccccc3F)n2)C1 (stereo unspecified)
    i	i	i	2.9	-103	3	-82	i	-4	i	i
- CC(C)n1c(NCCc2ccccc2)nc2c1c(=O)n(C)c(=O)n2C
    i	i	i	0.2	10	-2	-18	i	-2	i	i
- COc1ccc(C)cc1NC(=O)CCc1c(C)nn(-c2ccc(N3CCCCC3)nn2)c1C
    i	i	i	1.9	-95	6	-79	i	-3	i	i
- Cc1cc(C)nc(Nc2ccccc2Cl)n1
    i	i	i	1.2	-8	-4	-30	i	-4	i	i
- N#CC1=C(N)N(c2ccc(Oc3ccccc3)cc2)C(=O)C1
    i	i	i	-0.1	-2	7	-11	i	0	i	i
- Cc1cccc(C(=O)N/N=C/c2coc3ccccc3c2=O)c1
    i	i	i	0.8	-16	1	-4	i	5	i	i
- COc1cc(C(=O)Nc2nnc(SC)s2)c([N+](=O)[O-])cc1OC
    i	i	i	-0.3	12	8	-28	i	4	i	i
- CC(=O)Nc1ccc(SCC(=O)c2c(N)n(Cc3ccccc3)c(=O)n(C)c2=O)cc1
    i	i	i	-0.6	-45	-1	-4	i	-6	i	i
- C=CCNC(=O)COC(=O)C1CCN(S(=O)(=O)c2ccc3c(c2)OCCO3)CC1
    i	i	i	-0.2	-9	-15	2	i	-10	i	i
- Cc1ccc(NC(=O)C(C)OC(=O)c2ccc(NC(=O)CC#N)cc2)cc1S(=O)(=O)N1CCOCC1 (stereo unspecified)
    i	i	-4.5*	0.0	12	0	/	i	/	i	i
- Cc1ccc(C2=NN(C(=O)CN3C(=O)c4ccccc4S3(=O)=O)C(c3ccco3)C2)cc1 (stereo unspecified)
    i	i	i	1.1	11	9	-17	i	4	i	i
- NC(=O)C1(NC(=O)[C@@H]2CC3(CC(c4cccc(NC(=O)c5cc([N+](=O)[O-])cc([N+](=O)[O-])c5)c4)=NO3)CN2C(=O)c2ccccc2)CC1 (stereo partly specified)
    i	i	i	-0.3	26	2	-12	i	4	i	i
- COc1ccc(S(=O)(=O)N2CCN(C(=O)Cc3cccs3)CC2)cc1
    i	i	i	0.1	-2	1	-2	i	1	i	i
- CCNC(=O)c1c(O)c2cccc3c2n(c1=O)CC3
    i	i	-5.8*	0.4	-25	4	4	i	0	i	i
- O=C(COc1ccc(Br)cc1)N1CCc2ccccc21
    i	i	i	2.2	-100	-1	-5	i	-1	i	i
- COc1ccc(N(CC2CO2)S(=O)(=O)c2ccccc2)cc1 (stereo unspecified)
    i	i	i	-0.7	15	-1	-34	i	6	i	i
- COc1ccc(NC(=O)C2C3CC/C=C\CCC32)cc1 (stereo unspecified)
    i	i	i	3.8	-141	9	-56	i	-3	i	i
- COc1ccc(-c2nc3ccccc3c(=O)[nH]2)cc1
    i	i	i	0.4	-60	0	-130	i	9	i	i
- COc1ccc(C(CC(=O)Nc2ccc(C)cc2)NC(=O)C(F)(F)F)cc1 (stereo unspecified)
    i	i	i	0.4	-58	-3	-14	i	-3	i	i
- CCOc1ccccc1-c1cc(C(=O)N2CCOCC2)c2ccccc2n1
    i	i	i	0.0	-3	-2	-45	i	0	i	i
- CCc1noc(C)c1C(=O)NC1CC(C)(C)Cc2c1cnn2-c1ccccc1 (stereo unspecified)
    i	i	i	-0.5	1	4	-18	i	-7	i	i
- O=S(=O)(c1ccccc1)N1CCN(CC2CC3C=CC2C3)CC1 (stereo unspecified)
    i	i	i	-0.3	-6	-4	-4	i	0	i	i
- COc1ccc(S(=O)(=O)N(CC(=O)Nc2cc(C)on2)Cc2ccccc2)cc1
    i	i	i	0.4	16	-8	-1	i	8	i	i
- CN(C)c1ccc(C(CNC(=O)c2ccc(-c3ccccc3)cc2)N2CCOCC2)cc1 (stereo unspecified)
    i	i	i	0.3	0	-6	/	i	/	i	i
- Cn1c(CSc2ncccn2)nnc1SCC(=O)N1CCCCC1
    i	i	i	0.3	-3	-5	-20	i	-10	i	i
- Cc1coc2c(C)c3oc(=O)cc(-c4ccccc4)c3cc12
    i	i	i	-4.5	15	5	-28	i	0	i	i
- CSc1ccc(/C=N/N2CCN(c3ccccc3)CC2)cc1
    i	i	i	3.0	-60	0	-10	i	1	i	i
- c1ccc(-c2ccc(Oc3cc(N4CCOCC4)nc(-c4ccccc4)n3)cc2)cc1
    i	i	i	-0.1	11	-6	1	i	1	i	i
- Cc1cccc(NC(=O)CN2C(=O)N/C(=C/c3ccc(C)o3)C2=O)c1
    i	i	i	-0.3	18	0	10	i	6	i	i

Compound activity (PubChem)
